DDE Tn6 FP inh: inhibitors of Tn6 peptide binding to fibrin DD(E), primary screen, biochemical, fluorescence polarization, human fibrin, Tn6 probe; Fibrinogen beta chain (Homo sapiens), P02675; Fibrin DD(E) TRITC-Tn6 fluorescence polarization displacement; inhibition, % at 8.3 µM; 370,000 compounds, 0.21% hits; AID 720509, 2013;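 active = inhibition above a per-campaign cutoff: mean of compounds within control limits plus 3 SD, cut at about 15% in these data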;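 also: 0% = median of all compound wells on the plate and 100% = blocking peptide control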
PLCb3 inh: human PLC-beta3 inhibitors, primary screen, biochemical, fluorescence. Purified PLC-beta3, fluorogenic substrate. inhibition, % at 12.2 µM. 370,000 compounds, 0.18% hits; in the data active = inhibition above about 11%;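 also: 0% = median of compound wells on plate and 100% = full blocker control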
PLC-gamma1 inh: PLC-gamma1 enzyme inhibitors, primary screen, biochemical, fluorescence, purified enzyme; 1-phosphatidylinositol 4,5-bisphosphate phosphodiesterase gamma-1 (Homo sapiens), P19174; fluorogenic substrate; inhibition, % at 12.2 µM; 370,000 compounds, 0.84% hits; AID 720700, 2013; in the data active = inhibition above about 9.5%
ASAP1 GAP inh: inhibitors of human ASAP1 ArfGAP activity, primary screen, biochemical, fluorescence polarization. ASAP1-stimulated ARF1 GTP hydrolysis, GDP FP detection. AID 624377, 2012. inhibition, % at 16.5 µM. 360,000 compounds, 0.19% hits; in the data active = inhibition above about 25%;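 also: 0% = vehicle with enzyme and substrate and 100% = no enzyme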
Target sequence (Q9ULH1 325-724 limits assumed): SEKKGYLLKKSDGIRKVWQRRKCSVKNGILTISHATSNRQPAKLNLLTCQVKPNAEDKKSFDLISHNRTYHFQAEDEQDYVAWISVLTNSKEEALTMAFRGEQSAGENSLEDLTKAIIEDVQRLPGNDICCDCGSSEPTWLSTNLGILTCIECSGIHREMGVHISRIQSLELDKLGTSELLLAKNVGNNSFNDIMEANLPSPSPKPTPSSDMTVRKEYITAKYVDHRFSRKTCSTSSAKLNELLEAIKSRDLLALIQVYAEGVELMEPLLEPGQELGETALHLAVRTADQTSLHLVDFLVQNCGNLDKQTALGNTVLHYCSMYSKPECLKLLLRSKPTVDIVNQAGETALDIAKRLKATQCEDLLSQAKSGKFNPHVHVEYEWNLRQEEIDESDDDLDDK
UHRF1 binding: UHRF1 methylated DNA binding inhibitors, primary screen, counter-screen for MBD2 inhibitor project, biochemical, TR-FRET, human UHRF1, single concentration; UHRF1 binding to methylated oligo; 370,000 compounds, 0.75% hits; E3 ubiquitin-protein ligase UHRF1 (Homo sapiens), Q96T88; inhibition, % at 4.4 µM; in the data active = inhibition above about 21%;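 also: UHRF1 SRA domain binding a hemimethylated CpG hairpin DNA probe; 0% = median of test compound wells and 100% = reference inhibitor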
MBD2 inh: inhibitors of MBD2 binding to methylated DNA, primary screen, biochemical, TR-FRET, DNA-binding domain, human | MBD2 binding to methylated oligonucleotide | Methyl-CpG-binding domain protein 2 (Homo sapiens), Q9UBB5 | AID 686964, 2013 | inhibition, % at 4.4 µM | 370,000 compounds, 0.31% hits; in the data active = inhibition above about 13%
Target sequence (Q9UBB5 whole entry, looked up, the tested form may be a part): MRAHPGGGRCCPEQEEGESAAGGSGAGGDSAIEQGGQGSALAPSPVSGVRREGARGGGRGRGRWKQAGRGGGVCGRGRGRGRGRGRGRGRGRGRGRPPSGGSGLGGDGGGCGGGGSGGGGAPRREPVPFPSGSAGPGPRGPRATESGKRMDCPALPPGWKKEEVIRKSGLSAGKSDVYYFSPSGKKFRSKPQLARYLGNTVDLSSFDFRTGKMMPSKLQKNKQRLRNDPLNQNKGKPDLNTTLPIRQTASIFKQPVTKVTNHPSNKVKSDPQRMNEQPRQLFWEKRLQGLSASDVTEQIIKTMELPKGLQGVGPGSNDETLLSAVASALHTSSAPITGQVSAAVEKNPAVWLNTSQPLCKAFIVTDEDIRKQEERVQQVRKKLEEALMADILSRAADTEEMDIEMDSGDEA
DDE Tn7 FP inh: inhibitors of Tn7 peptide binding to fibrin DD(E), primary screen, biochemical, fluorescence polarization, human fibrin, Tn7 probe. Fibrinogen beta chain (Homo sapiens), P02675. FP displacement of FITC-Tn7 peptide from fibrin DD(E); 0% = median of compound wells per plate. inhibition, % at 8.3 µM. 370,000 compounds, 0.13% hits. AID 720508, 2013;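 active = inhibition above the mean of compounds falling within the control limits plus 3 SD of them, cut at about 14% in these data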;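 also: 0% = plate median of compound wells and 100% = 10 µM Aha-Tn7 peptide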
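Assay system: Human clot-derived fibrin DD(E) complex | Buffer or medium: Tris/NaCl/CaCl2 buffer, pH 7.8 | Repeats: One replicate per compound | Benchmarks: Aha-Tn7 high control | Measure: % inhibition scaled between sample-field median and high-control FP | Schedule: 10 min plus 3 h, room temperature | Signal: Fluorescence polarization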
KLK7 zymogen act: proKLK7 zymogen activators, primary screen, biochemical, fluorescence intensity; Kallikrein-7 (Homo sapiens), P49862; purified proKLK7, EDANS-DABCYL substrate fluorescence; 100% is mature enzyme control, 0% vehicle; activation, % at 7 µM; 370,000 compounds, 0.9% hits; AID 652039, 2013;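 active = activation above the mean of all tested compounds plus 3 SD, computed per campaign excluding outliers beyond control limits, cut at about 13% in these data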
ARFGAP1 inhibitor: inhibitors of rat ARFGAP1 GAP activity, primary screen, biochemical, fluorescence polarization, GDP tracer | inhibition, % at 16.5 µM | 360,000 compounds, 0.26% hits | Arfgap1-stimulated ARF1 GTP hydrolysis, GDP FP detection | ADP-ribosylation factor GTPase-activating protein 1 (Rattus norvegicus), Q62848;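 active = inhibition above a per-plate limit, mean inhibition of low control wells plus 3 SD, cut at about 25% in these data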;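 also: 0% = DMSO wells with enzyme and 100% = wells lacking Arfgap1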
Target sequence (Q62848 1-136 limits assumed): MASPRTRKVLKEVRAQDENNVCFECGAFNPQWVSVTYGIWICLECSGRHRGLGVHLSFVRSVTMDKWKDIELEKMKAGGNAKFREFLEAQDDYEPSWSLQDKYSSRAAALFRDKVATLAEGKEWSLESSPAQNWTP
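system = rat Arfgap1 catalytic domain, aa 1-136 | technique = FP, GDP Alexa 633 tracer displaced from anti-GDP antibody, 620/688 nm | compound = one concentration, 16.5 µM, DMSO 1.26% | medium = HEPES-based buffer, pH 7.5 | timing = compound-enzyme preincubation 20 min, reaction 120 min, detection 60 min, 25 °C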
ADAM17 inh: ADAM17 inhibitors, primary screen, biochemical, QFRET; recombinant ADAM17, EDANS/DABCYL FRET peptide cleavage; 370,000 compounds, 0.83% hits; AID 720648, 2013; inhibition, % at 6.95 µM; Disintegrin and metalloproteinase domain-containing protein 17 (Homo sapiens), P78536;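 active = inhibition above the mean of compounds lying between control limits plus 3 SD, set per campaign, cut at about 8.5% in these data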;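 also: 0% = DMSO-only wells as the low control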
An asterisk follows results filed as active; . = no result given.

Sample of the layout (4 entries):
SMILES	DDE Tn6 FP inh	PLCb3 inh	PLC-gamma1 inh	ASAP1 GAP inh	UHRF1 binding	MBD2 inh	DDE Tn7 FP inh	KLK7 zymogen act	ARFGAP1 inhibitor	ADAM17 inh
Cc1ccccc1OS(=O)(=O)c1cccc([N+](=O)[O-])c1	1	0	4	-4	3	6	-2	-0.3	0	4
Cc1cccc(NCc2ccc(N(C)C)cc2)n1	3	-9	0	13	0	-1	3	-0.6	-8	-3
Cc1ccc2c(c1)CCCN2C(=O)c1cccs1	1	-18	1	4	4	-5	-3	1.2	-5	0
CC1CC2(CCCCC2)Nc2ccc3ccccc3c21 (configuration not stated)	-1	-28	-22	-20	-3	-4	-3	-5.2	14	-17

Results, repeating the preview:
SMILES	DDE Tn6 FP inh	PLCb3 inh	PLC-gamma1 inh	ASAP1 GAP inh	UHRF1 binding	MBD2 inh	DDE Tn7 FP inh	KLK7 zymogen act	ARFGAP1 inhibitor	ADAM17 inh
Cc1ccccc1OS(=O)(=O)c1cccc([N+](=O)[O-])c1	1	0	4	-4	3	6	-2	-0.3	0	4
Cc1cccc(NCc2ccc(N(C)C)cc2)n1	3	-9	0	13	0	-1	3	-0.6	-8	-3
Cc1ccc2c(c1)CCCN2C(=O)c1cccs1	1	-18	1	4	4	-5	-3	1.2	-5	0
CC1CC2(CCCCC2)Nc2ccc3ccccc3c21 (configuration not stated)	-1	-28	-22	-20	-3	-4	-3	-5.2	14	-17
COc1ccc(-n2c(Cc3cccn3C)nnc2SCC(=O)N2CCC(C)CC2)cc1	2	1	-1	-8	0	-4	-6	-0.1	-1	-1
CN(c1ccc(C(=O)N2CCN(Cc3ccc4c(c3)OCO4)CC2)cc1)S(=O)(=O)c1ccccc1	-1	4	8	1	4	1	-4	0.7	-2	3
CCOC(=O)C1CCCN(c2c(NCCc3ccc(Cl)cc3)c(=O)c2=O)C1 (configuration not stated)	13	-8	-1	2	-1	-1	-1	0.3	-14	-3
O=C(NCCc1c[nH]c2ccccc12)c1ccco1	-3	-1	-1	-6	-3	-5	-3	0.2	4	0
CC1(C)C2CCC1(CS(=O)(=O)N1CCC(C(N)=O)CC1)C(=O)C2 (configuration not stated)	3	-6	-1	3	0	-3	6	-1.1	3	-8
O=C1CCC(CCC(=O)N2CCCC(C(=O)c3ccc4c5c(cccc35)CC4)C2)=NN1 (configuration not stated)	7	-96	-102	9	-4	1	-1	1.5	2	-114
O=C(O)Cn1nnc(COc2ccccc2)n1	-6	-2	-3	-4	0	-1	3	-0.3	-2	-1
COc1ccc(CC(=O)Nc2ccc(-c3ccc4nnc(C)n4n3)cc2)cc1OC	4	-15	-7	-23	-8	-8	2	0.3	1	-5
CC(C)(C)c1ccc(C(=O)Nc2nnc(C3=COCCO3)o2)cc1	-2	-11	-4	-9	-1	4	7	0.2	3	-3
CN(C)c1ccc(S(=O)(=O)N2CCCCC2)cc1NC(=O)CCNC(=O)c1ccccc1Cl	-3	-4	3	-5	3	-3	-3	1.1	7	-3
CCCCCCN1C[C@H](O)[C@@H](n2cc(C3CC3)nn2)C[C@@H]1c1ccccc1	0	1	-78	8	-2	-1	-3	-0.1	2	-5
CCCc1cc(C(N)=O)c(NC(=O)C2CCCO2)s1 (configuration not stated)	-2	-10	-6	-10	-7	-6	-1	-0.7	-2	-7
COC(=O)NCC(c1ccco1)N1CCN(c2ccccc2)CC1 (configuration not stated)	2	-6	0	-8	1	-1	1	-0.4	-5	-2
C=CCNc1nc2ccccc2nc1NS(=O)(=O)c1ccc(OC)cc1	1	-82	-58	0	2	-3	6	1.6	-4	-90
Cc1nnc(SCC(=O)Nc2cc(Cl)ccc2Cl)n1CC1CCCO1 (configuration not stated)	-3	-4	1	-1	3	3	2	-0.3	0	-4
O=C(CSCC(=O)N1CCOCC1)Nc1nc(-c2ccc3c(c2)OCO3)cs1	3	0	3	18	2	-1	2	0.4	-4	-2
CC(Oc1cc(C(F)(F)F)cc(C(F)(F)F)c1)C(=O)NC(N)=O (configuration not stated)	-2	3	-1	-19	-2	2	3	0.0	-3	-2
Cc1cccc(C)c1NC1=NC(=S)N(c2ccc(N(C)C)cc2)C1(C)C	3	9	2	7	3	-1	1	-0.4	-3	5
CCCCn1c(N)c(N(CC(C)C)C(=O)c2cccc(S(=O)(=O)N3CCCCC3)c2)c(=O)[nH]c1=O	-3	-13	-3	-26	7	3	-1	-0.1	0	-4
c1csc(CNCc2ccncc2)c1	3	-6	3	7	-1	-2	-8	-0.3	9	0
CC(C)(C)NC(=O)CN(C(=O)CCC(=O)Nc1nccs1)c1cccc(C(F)(F)F)c1	-1	-3	1	5	0	-2	3	-0.8	-11	0
O=C(Nc1ccc(F)c(Cl)c1)c1cc(C2CCCN(S(=O)(=O)c3cccs3)C2)on1 (configuration not stated)	-3	0	5	2	2	2	5	-0.9	-1	5
CN(C)c1oc(-c2ccc(OCc3ccc(Cl)cc3)cc2)nc1C#N	2	-5	-4	-24	0	1	5	-0.4	7	-8
Cc1ccc(C2=NCCn3c2c2ccccc2[n+]3[O-])cc1	3	-6	-2	-7	19	6	10	0.3	2	-4
CCNC(=O)NC(=O)C(C)OC(=O)c1oc2ccc(OC)cc2c1C (configuration not stated)	-5	-27	-20	14	1	0	-1	0.0	7	-14
S=C(NC1CCCCC1)NN(c1ccccc1)c1ccccc1	-3	1	0	8	1	-3	7	0.8	-1	-1
COc1cc(CCC(=O)OCC(=O)N(CC(C)C)C2CCS(=O)(=O)C2)cc(OC)c1OC (configuration not stated)	-4	-11	7	-2	2	2	-1	-0.3	0	-4
CC(=O)NC(Cc1cc(C)ccc1C)C(=O)N1CCN(C(=O)c2ccc(Br)cc2)CC1 (configuration not stated)	3	2	1	6	2	5	5	0.0	-9	0
c1ccc2c(c1)CCCc1cc(NCCN3CCOCC3)nnc1-2	-1	0	-1	-9	6	1	-3	-0.2	-9	-6
Cc1ccn2cc(-c3ccc(Br)cc3)nc2c1	-2	-14	-4	-2	-4	0	-5	-0.1	-4	-11
Cc1cccc(NC2(C(=O)O)CCCC2)c1	6	-13	-6	-5	-1	3	-4	0.0	-2	1
COc1cc(OC)c2c(-c3ccccc3)cc(=O)oc2c1C(CC(=O)N1CCOCC1)c1ccc(N(C)C)cc1 (configuration not stated)	-3	-8	-1	-1	-1	1	7	0.8	2	-2

Shown comma-delimited: part of the list above.
Structure,DDE Tn6 FP inh,PLCb3 inh,PLC-gamma1 inh,ASAP1 GAP inh,UHRF1 binding,MBD2 inh,DDE Tn7 FP inh,KLK7 zymogen act,ARFGAP1 inhibitor,ADAM17 inh
CC(C)(C)c1ccc(C(=O)Nc2nnc(C3=COCCO3)o2)cc1,-2,-11,-4,-9,-1,4,7,0.2,3,-3
COc1ccc(CC(=O)Nc2ccc(-c3ccc4nnc(C)n4n3)cc2)cc1OC,4,-15,-7,-23,-8,-8,2,0.3,1,-5
Cc1nnc(SCC(=O)Nc2cc(Cl)ccc2Cl)n1CC1CCCO1 (configuration not stated),-3,-4,1,-1,3,3,2,-0.3,0,-4

Following part.
SMILES	DDE Tn6 FP inh	PLCb3 inh	PLC-gamma1 inh	ASAP1 GAP inh	UHRF1 binding	MBD2 inh	DDE Tn7 FP inh	KLK7 zymogen act	ARFGAP1 inhibitor	ADAM17 inh
O=C(Nc1nnc(-c2ccco2)o1)c1cccc(Cl)c1	-1	-6	4	5	3	-4	-6	0.1	4	-2
O=C(COC(=O)CCCCCN=C1NS(=O)(=O)c2ccccc21)Nc1ccc(Cl)c(Cl)c1	29*	5	3	12	-4	2	1	0.0	9	4
COc1ccc(C(C)=NNS(=O)(=O)c2ccc(C)cc2)cc1OC	-4	2	6	-2	1	-4	-6	0.4	1	1
COc1ccc(NC(=O)Cc2nnc(SCC(=O)c3ccc(F)cc3)n2C)cc1	6	-4	1	-10	0	1	5	-0.5	-11	-2
COc1ccc(S(=O)(=O)N(C)C)cc1NC(=O)CSc1nnc(-c2cccnc2)o1	5	-4	1	-2	-3	-6	1	0.6	3	-6
CC1(C(=O)Nc2ccc3c(c2)OCCO3)CCN1C(=O)C/C=C/c1ccccc1 (configuration not stated)	-8	0	0	2	1	-3	-3	0.5	2	2
COc1ccc(Cn2cc(COC(=O)NCCc3c[nH]c4ccccc34)nn2)cc1	-10	-3	0	.	-2	4	-2	-0.3	.	2
CCNC(=O)OC[C@H]1O[C@H](C#Cc2ccc(C(C)(C)C)cc2)C=C[C@H]1OC(C)=O	-9	-3	-1	-8	0	-4	-1	0.3	7	-2
CC(=O)c1n[nH]nc1Nc1nc(C)cc(C)n1	-2	5	0	4	0	-1	-1	-0.1	3	-3
Cc1ccc(C)c(NC(=O)c2cc(-c3ccccc3)nn2-c2ccccc2)c1	-4	1	0	4	-2	2	-8	-0.4	15	4
COc1ccc(OC)c(NC(=O)C2CCCN(S(=O)(=O)c3c(C)nn(C)c3C)C2)c1 (configuration not stated)	6	1	2	3	-1	-1	-5	-0.5	14	-1
Cc1cccc(CC2CC(=O)N(c3ccc(C)cc3Br)C2=O)c1 (configuration not stated)	14	-3	-1	10	-1	-1	-1	-0.3	-6	3
Cc1cc(NC(=O)CN2C(=O)c3ccccc3C2=O)no1	0	-5	-2	-4	10	-1	6	0.0	-11	-3
